Screening results: PubChem, National Center for Advancing Translational Sciences (NCATS)
CCT chaperon mod – cytosolic chaperonin activity modulation. purified chaperonin ATPase assay, HTRF ADP detection, 30 min. hit rate 0.3% among 360,000. activity change, % (no concentration beside the values), hits read low; in the data active means activity change below about -30%; further: on the % scale 0 is the no-effect control and ±100 the full control effect
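Nucleotide hydrolysis assay: TRiC at 20–40 nM final (set by batch activity) with 10 uM ATP, 30 min at 37 °C, in presence of 76 uM compound. Detection by competitive ADP HTRF, 30 min ambient.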
EPAC2 agonist – activates human EPAC2 exchange factor. Q8WZA2. EPAC2 activation, biochemical qHTS; response scale: 100% = 6.5 mM cAMP response. Potency, µM (titrated, usually from 154 µM), for the others: at the top dose activation, hits mostly activators. hit rate 0.079% among 360,000. AID 720711; further: potency means the concentration at half of the fitted maximal effect; nearly all actives have a fitted effect of over 50% in size
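EPAC2 (100 nM) mixed with Rap1B loaded with BODIPY-GDP (250 nM) plus 50 uM unlabeled GDP; compounds pinned in, 5 min RT, then read every 5 min for 30 min (ex 480, em 540 nm). Normalized to cAMP control.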
PI5P4K alpha inh – PI5P4K alpha (human) kinase inhibition. P48426. PI5P4Kalpha enzyme, ADP-Glo luminescence, 60 min; hits give low values. max response, %. hit rate 1.2% among 330,000; active means max response of -50% or lower; inconclusive means between -30% and -50%; inactive means -30% or higher; further: value at the top dose of about 77 µM; on the % scale 0 is the no-effect control and ±100 the full control effect
Target sequence (P48426 whole entry, looked up): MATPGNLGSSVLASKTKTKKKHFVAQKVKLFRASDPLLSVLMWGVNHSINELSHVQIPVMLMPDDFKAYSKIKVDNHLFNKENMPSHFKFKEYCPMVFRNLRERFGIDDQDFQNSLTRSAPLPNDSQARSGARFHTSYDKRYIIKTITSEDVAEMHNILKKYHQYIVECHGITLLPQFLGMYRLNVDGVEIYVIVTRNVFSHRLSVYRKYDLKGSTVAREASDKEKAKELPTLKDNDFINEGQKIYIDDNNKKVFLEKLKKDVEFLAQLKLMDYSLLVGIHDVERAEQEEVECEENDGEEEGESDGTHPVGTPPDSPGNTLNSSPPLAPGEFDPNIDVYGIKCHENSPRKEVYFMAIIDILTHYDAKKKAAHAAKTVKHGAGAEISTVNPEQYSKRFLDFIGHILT
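PI5P4Kalpha ADP-Glo assay; 5 microM ATP final; 60 min RT reaction; HEPES pH 7.4/EGTA/CHAPS, 5% DMSO; controls lacking substrate or enzyme; luminescent end-point.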
IL2 activator – IL-2 activation. activation, % (series mostly up to about 46 µM). hit rate 0.065% among 360,000. IL-2 activation reporter assay, cell-based qHTS; stimulated with anti-CD3/CD4/CD28 beads; in transgenic mouse T cells; in the data active means activation above about 50%; inconclusive means mostly about 30% to 49%; further: 0% is about no effect
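EGFP and DsRed fluorescence is measured by plate cytometry in unstimulated transgenic mouse T cells exposed to compound for 60 minutes, then stimulated 18 hours at 37 degrees C with anti-CD3/anti-CD4 beads plus anti-CD28.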
PLK1 PBD inh – blocks phosphopeptide binding to human PLK1 polo-box domain. P53350. hit rate 2.8% among 360,000. Potency, µM, inactives show max response, negative = inhibition, actives largely listed as inhibitors. Plk1 PBD binding of FITC phosphopeptide, fluorescence polarization; further: potency means the concentration at half of the fitted maximal effect; series mostly up to about 57 µM; on the % scale 0 is the no-effect control and ±100 the full control effect; nearly all actives have a fitted effect of over 65% in size
Target sequence (P53350 whole entry, looked up, the tested form may be a part): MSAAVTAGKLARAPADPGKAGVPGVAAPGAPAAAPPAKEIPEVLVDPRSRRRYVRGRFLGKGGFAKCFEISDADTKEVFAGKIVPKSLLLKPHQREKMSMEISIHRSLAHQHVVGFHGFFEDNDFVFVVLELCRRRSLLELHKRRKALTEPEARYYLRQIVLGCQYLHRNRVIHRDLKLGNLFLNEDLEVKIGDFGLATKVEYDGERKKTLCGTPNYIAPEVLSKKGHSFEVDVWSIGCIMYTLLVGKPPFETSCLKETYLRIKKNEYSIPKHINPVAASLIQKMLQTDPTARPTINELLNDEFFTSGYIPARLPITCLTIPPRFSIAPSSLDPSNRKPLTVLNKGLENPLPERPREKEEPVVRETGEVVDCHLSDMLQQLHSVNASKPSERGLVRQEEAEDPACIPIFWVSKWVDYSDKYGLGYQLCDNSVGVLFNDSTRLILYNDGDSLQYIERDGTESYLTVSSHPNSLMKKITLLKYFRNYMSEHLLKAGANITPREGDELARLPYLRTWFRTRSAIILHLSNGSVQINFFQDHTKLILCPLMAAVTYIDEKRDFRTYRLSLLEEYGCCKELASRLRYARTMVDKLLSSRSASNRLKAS
EPAC1 antagonist – blocks human EPAC1 exchange factor | O95398 | EPAC1 GEF assay, Rap1b-BODIPY-GDP exchange fluorescence | Potency, µM (titrated, usually from 115 µM), inactives show at the top dose activity change, negative = inhibition, actives largely listed as inhibitors | hit rate 0.14% among 360,000 | AID 720709;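 further: potency means the concentration at half of the fitted maximal effect; plate controls were vehicle for no effect and positive control for full effect; nearly all actives have a fitted effect of over 50% in size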
WRN helicase inh – WRN helicase (human) inhibition; Q14191; AID 651768; WRN helicase unwinding, fluorescent forked duplex, kinetic; hit rate 0.46% among 360,000; Potency, µM (doses to about 114 µM), for the others: top-dose activity change, negative = inhibition, usual class: inhibitors; further: potency means the concentration at half of the fitted maximal effect; on the % scale 0 is the no-effect control and ±100 the full control effect; nearly all actives have a fitted effect of over 55% in size
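Enzyme (20 nM final) and test compound sit together 15 min at room temperature before substrate addition. Substrate is a single-forked duplex oligonucleotide (100 nM) labelled with fluorophore and quencher, with 2 mM ATP; helicase unwinding raises red fluorescence, read kinetically.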
EPAC1 ag – EPAC1 (human) agonism | O95398 | EPAC1 agonist qHTS, biochemical assay; response scale: 100% = response to 6.5 mM cAMP | Potency, µM (top dose mostly 154 µM), inactives show at the top dose activation, actives largely listed as activators | hit rate 0.073% among 360,000 | AID 720707; further: potency means the concentration at half of the fitted maximal effect; nearly all actives have a fitted effect of over 60% in size
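Fluorescent GDP-exchange assay: 100 nM EPAC1 with 250 nM Rap1B preloaded with BODIPY-GDP and 50 uM GDP; compounds tested as concentration series, 5 min at room temperature, then read every 5 min for 30 min (ex 480/em 540 nm); normalized to 6.5 mM cAMP.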
The depositor's hits bear a star; u = inconclusive; x = no result given; & = joins results of further samples; [ ] = dose if it differs, or a comment. Unless noted, the call rests on the fitted dose curve; in most records, active means well fitted curve in the direction sought with a large enough effect; inconclusive means small, poorly fitted or top-dose-only effect, or another doubt; inactive means no such curve, though single readings can be large; an effect the other way counts as inactive or inconclusive. A portion of the library (hit frequency here may not be typical).

Second line of a record: CCT chaperon mod | EPAC2 agonist | PI5P4K alpha inh | IL2 activator | PLK1 PBD inh | EPAC1 antagonist | WRN helicase inh | EPAC1 ag
(1) CCN1CCN(Cc2ccc(NC(=O)c3cc(NC(=O)c4ccno4)cc(OC)c3)cc2C(F)(F)F)CC1
 : 0.3&-3.8 | 9%&0% | -3&-3 | -2.0&-2.0 | -4%&1% | 0%&5% | 6%&12% | 15%&-12%
(2) Cn1c(CCN2CCCCC2)nc2cc(NC(=O)NC3CCCCC3)ccc21
 : 1.2 | -7% | 4 | 1.9 | -3% | u | -12% | 10%
(3) Cc1cc(C)n(C(=O)c2ccc(NC(=O)CC(C)C)cc2)n1
 : -4.1 | 5% | x | 1.9 | -10% | 3% | -3% | 1%
(4) O=c1ccc(-c2ccccc2)nn1Cc1ccccc1
 : -5.8 | 2% | 8 | 1.2 | -5% | -27% | -6% | -3%
(5) CC1CCCCC1NC1=NCCS1 (stereo not given)
 : -0.8 | 0% | 2 | -3.1 | -10% | -5% | -12% | 3%
(6) O=C(CN1C(=O)C(=O)N(Cc2ccco2)C1=O)c1c[nH]c2ccccc12
 : 0.8 | 14% | -28 | 2.5 | 27µM* | 8% | -8% | 13%
(7) COc1ccccc1S(=O)(=O)N(C)C[C@@H]1OCc2cnnn2CCCC(=O)N([C@@H](C)CO)C[C@@H]1C
 : -1.2 | 16% | 13 | -1.9 | -21% | -10% | 0% | 6%
(8) CC1CCN(C(=O)C2c3ccccc3C(=O)N3CCc4ccccc4C23)CC1 (stereo not given)
 : -4.2 | 1% | x | -2.3 | -8% | -1% | -2% | 6%
(9) CCn1c(SCC(=O)NCc2cccs2)nnc1-c1ccncc1
 : -5.8 | 4% | x | -0.7 | 0% | 3% | -1% | -7%
(10) CCCCNc1cc(=O)n(C)c(=O)[nH]1
 : 0.7 | 3% | -4 | -0.3 | -6% | 0% | 1% | 13%
(11) Cc1ccc(-c2csc(NC(=O)CN3C(=O)CCC3=O)n2)cc1
 : -0.1 | 5% | 0 | 0.0 | -5% | -6% | 3% | 0%
(12) O=C(NC1CC1)c1cccc(NC(=O)C2CCCC2)c1
 : 0.4 | -1% | -4 | -0.1 | 0% | -5% | -2% | 10%
(13) CCCCNC(=O)NCc1cnn(C)c1C
 : 0.1 | 14% | -1 | -4.0 | -2% | -21% | 8% | -6%
(14) O=C(OCc1c(-c2ccccc2)ncc2ccccc12)c1cccc(Br)c1
 : -3.2 | 17% | 15 | -1.8 | -3% | -3% | -9% | -8%
(15) OC[C@H]1O[C@@](CO)(O[C@H]2O[C@H](CO)[C@@H](O)[C@H](O)[C@H]2O)[C@@H](O[C@H]2O[C@H](CO)[C@@H](O)[C@H](O)[C@H]2O)[C@@H]1O
 : 0.2 | 3% | -3 | -0.3 | -21% | 12% | 1% | -7%

Two compounds from above with just EPAC1 ag:
# | SMILES | EPAC1 ag
5 | CC1CCCCC1NC1=NCCS1 (stereo not given) | 3%
6 | O=C(CN1C(=O)C(=O)N(Cc2ccco2)C1=O)c1c[nH]c2ccccc12 | 13%

Following part
Second line of a record: CCT chaperon mod | EPAC2 agonist | PI5P4K alpha inh | IL2 activator | PLK1 PBD inh | EPAC1 antagonist | WRN helicase inh | EPAC1 ag
(16) CCOc1cc(C2C3=C(CCCC3=O)Nc3ccc4ncccc4c32)ccc1O (stereo not given)
 : -0.1 | 0% | 2 | -2.5 | -8% | 0% | -4% | 1%
(17) COc1cc(/C=N/NC(=O)c2ccc3nc[nH]c3c2)cc(OC)c1OC(C)=O
 : -0.6 | 17% | -8 | -1.8 | 2% | -10% | 21% | 8%
(18) CCOC(=O)CN1C(=O)N[C@@H](CCc2ccccc2)C(C(C)=O)=C1C
 : 1.3 | 8% | 0 | 1.9 | -8% | -2% | -7% | 10%
(19) CN(C)C(=O)N=NC(=O)N(C)C
 : 1.0 | 5% | -58* | 0.2 | 1.9µM* | 1% | -4% | 3%
(20) Cn1c(SCC(=O)N2CCCCCC2)nnc1-c1ccco1
 : -1.8 | 16% | 2 | 0.5 | -12% | -18% | -6% | -3%
(21) CCOc1ccccc1NC(=O)CC(O)(C(F)(F)F)C(F)(F)F
 : 0.5 | 2% | 0 | -1.3 | -9% | -3% | -1% | -2%
(22) Cc1nc(N=C(N)N)nc2c(C)cccc12
 : -0.5 | -3% | -7 | -3.4 | -1% | -11% | 68%[activator] | -2%
(23) CCN(CC)C(=S)NC(=O)c1ccc(Cl)cc1Cl
 : -0.4 | 8% | x | -1.6 | -2% | -15% | -6% | -2%
(24) O=C1[C@@H]2Cc3c([nH]c4ccccc34)C(c3ccccc3)N2C(=O)CN1CCO (stereo not given in full)
 : 0.9 | 3% | -13 | -5.9 | -4% | 10% | 5% | -3%
(25) CCc1nc2ccc(C(=O)Nc3cccc(OC)c3)cn2c1N(CCC(C)C)CCN(C)C
 : -2.7 | 4% | 12 | -0.3 | 0% | 3% | -10% | -3%
(26) O=C1/C(=C/c2ccccc2)CSc2sccc21
 : -0.4 | -6% | -3 | -0.3 | 3% | 6% | 5%[57.1 µM] | 6%
(27) Cc1ccc2[nH]c(=O)c(CN(CC3CCCO3)C(=O)c3ccncc3)cc2c1 (stereo not given)
 : -2.5 | 14% | 6 | 0.2 | -7% | 0% | 3% | 4%
(28) CCOC(=O)CN1C(=O)S/C(=C/C=C/c2ccc(N(C)C)cc2)C1=O
 : 1.0 | 3% | -4 | -3.1 | 27% | -2% | u | 5%
(29) CCOC(=O)C1=C(CNC2CCCCC2)NC(=O)NC1c1cc(C)ccc1C (stereo not given)
 : 0.1 | 13% | -5 | 0.0 | -6% | 20% | -5% | 14%
(30) CCCn1c(=O)c2c(nc3n2CC(C)CN3Cc2ccccc2)n(C)c1=O (stereo not given)
 : -0.7 | 5% | 3 | 0.0 | -4% | -11% | -4% | -6%

New compounds follow
| no. | canonical_smiles | CCT chaperon mod | EPAC2 agonist | PI5P4K alpha inh | IL2 activator | PLK1 PBD inh | EPAC1 antagonist | WRN helicase inh | EPAC1 ag |
| --- | --- | --- | --- | --- | --- | --- | --- | --- | --- |
| 31 | CCOC(=O)Cc1csc(/N=C/c2c(O)n(-c3ccccc3C(F)(F)F)c(=O)c3ccccc23)n1 | -13 | 8% | 0 | 16 | 13% | -18% | -16% | 1% |
| 32 | O=C(CCSc1ccccc1)Nc1ccccc1Br | -2.5 | 15% | 2 | -3.7 | -21% | -9% | -6% | -4% |
| 33 | O=C(CCN1C(=O)[C@@H]2Cc3ccccc3CN2C1=O)N[C@@H](Cc1ccccc1)C(=O)O | -2.5 | 0% | -5 | -0.1 | 2% | 1% | 1% | -25% |
| 34 | Cc1[nH]c(=S)c(C#N)c(-c2ccco2)c1C(=O)N(C)C | -1.2 | 10% | -8 | 0.7 | -21% | -4% | -7% | 13% |
| 35 | CCc1ccc(NC(=O)c2c(C(=O)Nc3ccccc3)sc3nc(C)cc(=O)n23)cc1 | 0.9 | -8% | -1 | -1.0 | -24% | -24% | 3% | -14% |
| 36 | Cn1ncc2c(N3CCCCC3)nc(NCCCO)nc21 | -0.8 | 14% | 0 | 0.9 | -6% | 11% | 2% | 10% |
| 37 | CCC(C(=O)O)N1C(=O)C2CCCCC2C1=O (stereo not given) | 1.1 | -3% | 8 | 0.2 | -7% | -12% | -1% | 1% |
| 38 | CC(=O)Nc1cc(-c2ccccc2N(C)C)cn2c(-c3ccc(S(C)(=O)=O)cc3)cnc12 | 0.9 | 20% | u | -0.9 | -30% | -10% | -8% | 1% |
| 39 | Cc1nc(S(=O)(=O)Nc2ccccc2C(=O)NCC2CC2)cn1C | -1.4 | 6% | 8 | 1.0 | -1% | 5% | 10% | -1% |
| 40 | CCOc1ccccc1C(=O)NCC(=O)OCCCOC(=O)CNC(=O)c1ccccc1OCC | -2.0 | -4% | 2 | -3.1 | 0% | 15% | 6% | 5% |
| 41 | COc1ccc(-c2noc(COc3ccc(C)c(C)c3)n2)cc1OC | -0.9 | 9% | 15 | -1.0 | -4% | -36% | 2% | 12% |
| 42 | CCOC(=O)c1c(C)n(C)c2ccc(OCC(O)CN3C(=O)c4ccccc4S3(=O)=O)cc12 (stereo not given) | -3.2 | 15% | x | 0.3 | -13% | -3% | -12% | 12% |
| 43 | CCn1c(SCC(=O)Nc2nccc(C)n2)nc2ccccc21 | -0.7 | 1% | -6 | 2.1 | 1% | 11% | -19% | 1% |

In the list so far, 6 have a halogen:
| no. | canonical_smiles | CCT chaperon mod | EPAC2 agonist | PI5P4K alpha inh | IL2 activator | PLK1 PBD inh | EPAC1 antagonist | WRN helicase inh | EPAC1 ag |
| --- | --- | --- | --- | --- | --- | --- | --- | --- | --- |
| 1 | CCN1CCN(Cc2ccc(NC(=O)c3cc(NC(=O)c4ccno4)cc(OC)c3)cc2C(F)(F)F)CC1 | 0.3&-3.8 | 9%&0% | -3&-3 | -2.0&-2.0 | -4%&1% | 0%&5% | 6%&12% | 15%&-12% |
| 14 | O=C(OCc1c(-c2ccccc2)ncc2ccccc12)c1cccc(Br)c1 | -3.2 | 17% | 15 | -1.8 | -3% | -3% | -9% | -8% |
| 21 | CCOc1ccccc1NC(=O)CC(O)(C(F)(F)F)C(F)(F)F | 0.5 | 2% | 0 | -1.3 | -9% | -3% | -1% | -2% |
| 23 | CCN(CC)C(=S)NC(=O)c1ccc(Cl)cc1Cl | -0.4 | 8% | x | -1.6 | -2% | -15% | -6% | -2% |
| 31 | CCOC(=O)Cc1csc(/N=C/c2c(O)n(-c3ccccc3C(F)(F)F)c(=O)c3ccccc23)n1 | -13 | 8% | 0 | 16 | 13% | -18% | -16% | 1% |
| 32 | O=C(CCSc1ccccc1)Nc1ccccc1Br | -2.5 | 15% | 2 | -3.7 | -21% | -9% | -6% | -4% |
